Screening data as filed in PubChem.
E coli WT inh: growth inhibitors of wild type E. coli, primary screen, strain BW25113 wild type, absorbance readout | 0.05% of 20,000 active | inhibition, % at 10 µM | AID 552, 2006 | E. coli BW25113 growth inhibition, OD600; in the data active means inhibition above about 40%;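 further: bacteria exposed to compound for 20 hours at 37 °C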
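Assay system: Bacterial strain in a whole-cell growth screen | Amount: Inoculum from a 1:1000 dilution of a 1.5 h subculture | Detection: Absorbance at 615 nm as a measure of bacterial growth | Timing: 20 h exposure, 37 °C | Buffer or medium: LB plus kanamycin 50 µg/mL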
Numbers without * were called inactive. These rows are one share of the data; count on the stated rates, not on these rows.

SMILES	E coli WT inh
CN(Cc1nc(-c2cccnc2)no1)S(=O)(=O)c1ccccc1	-13.2
CC12CCCCN1CCCc1c2[nH]c2ccccc12 (configuration not stated)	-23.6
CC12CCC(C(=O)O)(c3nc(C#N)c(C#N)nc31)C2(C)C (configuration not stated)	-1.7
CCOC(=O)c1[nH]c2ccc(OC)cc2c1NC(=O)CCN1CCC(C)CC1	2.4
CSc1nc(-c2ccccc2)ccc1C(N)=O	-10.5
Cc1ccc(/C(O)=C2/C(=O)C(=O)N(Cc3cccnc3)C2c2ccccn2)cc1 (configuration not stated)	-15.1
O=C(CCNS(=O)(=O)c1ccc(Br)s1)N1CCCCC1	-2.3
Nc1nc(SCCOc2ccccc2)n[nH]1	6.3
O=C(O)[C@@H]1CCCN1c1ncnc2sc3c(c12)CCC3	5.0
C=C(C)COc1ccc(-c2nc(N)ncc2Oc2ccccc2OCC)c(O)c1	4.5
Cc1c(NC(=O)CCc2ccc(S(=O)(=O)N3CCOCC3)cc2)c(=O)n(-c2ccccc2)n1C	6.1
CN(C)C(=O)Cn1nc(-c2ccccc2)c2ccccc2c1=O	-20.9
CC(C)Cn1c(CN2CCN(c3ccccc3F)CC2)nc2c1c(=O)[nH]c(=O)n2C	6.2
N#Cc1c(-c2ccc3c(c2)OCO3)csc1N	8.1
Cc1cc(C)n(S(=O)(=O)c2ccc(C(C)(C)C)cc2)n1	-13.0
CC(=O)Nc1ccc(S(=O)(=O)NCCNC(=O)c2ccccc2F)cc1	-17.3
COC(=O)C1=CNC=C(C(=O)OC)C1c1cccc(OC)c1	-10.2
CCOC(=O)c1oc2ccc(S(=O)(=O)Nc3ccc4c(c3)n(C)c(=O)n4C)cc2c1C	-16.5
Cc1oc(-c2ccccc2Cl)cc1-c1nn2c(-c3ccco3)nnc2s1	-22.6
Cc1cc(=O)oc2cc(OC(C)C(=O)Nc3nccs3)ccc12 (configuration not stated)	5.8
CC(Sc1ccccc1)C(=O)Nc1cccc(N(C)S(C)(=O)=O)c1 (configuration not stated)	-30.2
COc1ccc(-c2nc(C#N)c(N3CCCCCC3)o2)cc1	6.2
CCCN(Cc1cc2ccc(C)cc2[nH]c1=O)C(=O)c1cccnc1	4.3
COc1ccc(-c2nnc(SCC(=O)NC(C)c3ccccc3)o2)cc1 (configuration not stated)	-1.3
CCOc1ccccc1Cn1c(=O)oc2ccc(C)cc21	-22.8

New compounds follow
SMILES	E coli WT inh
CN(CC(=O)N1CCN(c2ccc(F)cc2)CC1)S(=O)(=O)c1ccc(F)cc1	-5.9
CCOc1ccc(N(C(C)C(=O)NC2CCCCCC2)S(C)(=O)=O)cc1 (configuration not stated)	-1.5
Cn1c(=O)[nH]c(=O)c2[nH]c(NCCCN3CCOCC3)nc21	-1.0
COc1ccc(CCn2c(-c3ccco3)nc3ccccc3c2=O)cc1OC	-4.7
CC1CN(S(=O)(=O)c2cccs2)CC(C)O1 (configuration not stated)	-20.3
Cc1nnc(SCC(=O)Nc2ccc3c(c2)OCCO3)n1CC1CCCO1 (configuration not stated)	-5.0
CCC(Sc1nc(=O)cc(N)n1-c1cccc(C)c1)C(=O)Nc1cc(C)on1 (configuration not stated)	-13.9
Clc1ccc(Cn2ncc3c(NCc4cccnc4)ncnc32)cc1	-0.2
COc1ccccc1N1CCN(Cc2nc(N)nc(Nc3ccc(C)c(Cl)c3)n2)CC1	5.1
COc1ccc(CNC(=O)c2cc3c(=O)n4ccccc4nc3n(Cc3ccco3)c2=N)cc1	1.8
COc1cc(S(=O)(=O)NC2CCCC2)ccc1Cl	5.1
COc1ccc(CN(C(=O)c2oc3ccccc3c2C)C2CCS(=O)(=O)C2)cc1 (configuration not stated)	-0.3
COc1cc(C)c(N)cc1C(C)C	8.6
CCN(CC)C(=O)c1ccc(O)c(OC)c1	-7.2
CC(=O)Oc1ccc(CCC(C)OC(C)=O)cc1 (configuration not stated)	-1.3
CCOC(=O)c1[nH]c(C)c(C(=O)NC)c1C	-2.3
CCCN1C2=C(C(=O)CCC2)C(c2ccc(O)c(Br)c2)C2=C1CCCC2=O	6.6
COc1ccccc1C1c2c(oc3ccc(Cl)cc3c2=O)C(=O)N1c1cc(C)on1 (configuration not stated)	7.5
O=C(CSc1nc2sc3c(c2c(=O)n1Cc1ccco1)CCC3)N1CCc2ccccc21	-15.7
Cc1ccc(-c2nc(CS(=O)CC(=O)NCCN(CC(C)C)CC(C)C)c(C)o2)cc1 (configuration not stated)	-1.4
c1ccc2c(c1)CC(N1CCCCC1)c1ccccc1N2 (configuration not stated)	6.6
Cc1cc(C)n(C(=O)c2ccc(S(=O)(=O)NCC3CCCO3)cc2)n1 (configuration not stated)	-19.8
CCOC(=O)c1c(NC(=O)COC)sc(C(C)=O)c1C	0.6
CN1CCN(CCC(=O)Nc2ccc(OCc3ccccc3)cc2)CC1	-19.5
Cc1nn(C(=O)c2ccc3c(c2)OCO3)c(N)c1-c1ccccc1	4.9

More results follow.
SMILES	E coli WT inh
O=C(CCSCCC(=O)N1CCCC1)N1CCCC1	-6.0
COCCn1c(C)cc(C(=O)COC(=O)CCN2C(=O)c3ccccc3C2=O)c1C	14.5
CCOC(=O)Cc1nnc(Nc2cccc(O)c2)c2ccccc12	-4.4
COc1ccc(C(=O)Nc2cccc(N(C)S(C)(=O)=O)c2)cc1OC	-8.7
Cc1c(Cl)cccc1N1C(=O)CC(N(O)c2ccccc2)C1=O (configuration not stated)	-23.9
Cc1nc2ccccc2c2oc(C(=O)NCCN3CCCCC3C)cc12 (configuration not stated)	7.0
CCOC(=O)c1c(N)c(C#N)cn1-c1ccccc1	-19.0
Cc1nc2nc(COc3ccccc3)[nH]n2c(=O)c1Cc1ccccc1	13.4
COc1ccc(CN(C(=O)CSc2nnc(-c3ccccc3F)o2)c2ccc(F)cc2)cc1	7.5
OC(CNCc1ccco1)Cn1c2ccccc2c2ccccc21 (configuration not stated)	-15.0
O=C1NC(c2cccnc2)C(C(=O)c2cccs2)C(O)(C(F)(F)F)N1 (configuration not stated)	-0.5
COc1ccc(-c2nc3c(n2O)CCC/C3=N\O)cc1	-2.3
Cc1ccnc(NC(=O)C2CCCN(S(=O)(=O)c3cnc[nH]3)C2)c1 (configuration not stated)	5.3
COc1cc(-c2nnc(SCC(=O)c3cc(C)n(CC4CCCO4)c3C)o2)cc(OC)c1OC (configuration not stated)	5.8
CCOC(=O)COc1ccc2nsnc2c1	-17.8
COc1nc(NCCc2ccc(OC)c(OC)c2)nc(OC)n1	-19.8
Cc1cccn2c(=O)c3cc(C(=O)NC4CCCC4)c(=N)n(C4CCCC4)c3nc12	-0.2
CC(C)(C)SCCNC(=O)COc1ccccc1	-1.9
CCOc1ccc(NC(=O)Nc2cc(C)ccc2OC)cc1	-6.4
Cc1c(Br)cc(C(=O)N2CCN(CCO)CC2)c(C)c1C	-17.5
CCOC(=O)CN1CC23C=CC(O2)C(C(=O)Nc2ccc(OCC)cc2)C3C1=O (configuration not stated)	1.1
CCN(C1CCS(=O)(=O)C1)S(=O)(=O)c1cccs1 (configuration not stated)	-12.9
CN1CCCN(CC(O)COCc2cccs2)CC1 (configuration not stated)	-2.9
Cc1ccc(-c2ccc(CCC(=O)O)n2NC(=O)c2cccs2)cc1	-17.5
N#CC1=C(SCC(=O)Nc2cccc3cccnc23)NC(=O)C(C#N)C12CCCCC2 (configuration not stated)	-12.0

4 of the compounds above, field by field.
COc1cc(-c2nnc(SCC(=O)c3cc(C)n(CC4CCCO4)c3C)o2)cc(OC)c1OC (configuration not stated)
  E coli WT inh: 5.8
CCOC(=O)COc1ccc2nsnc2c1
  E coli WT inh: -17.8
COc1nc(NCCc2ccc(OC)c(OC)c2)nc(OC)n1
  E coli WT inh: -19.8
Cc1cccn2c(=O)c3cc(C(=O)NC4CCCC4)c(=N)n(C4CCCC4)c3nc12
  E coli WT inh: -0.2

Next entries follow.
SMILES	E coli WT inh
Cc1nc(NCc2ccco2)nc2c1C(=O)CC(C)C2 (configuration not stated)	-20.3
Cn1cccc1-c1nc2ccc(NC(=O)c3ccco3)cc2[nH]1	-7.4
Cc1cc(NC(=O)c2ccccc2Oc2ccccc2)no1	-0.9
COc1ccc(C)cc1S(=O)(=O)N1CCC(C(=O)N2CCOCC2)CC1	-20.6
O=C(O)CCNS(=O)(=O)c1ccc(Oc2ccccc2)cc1	-28.9
CCc1c(C(=O)Nc2nnc(C3CC3)s2)csc1C	-12.6
CCOC(=O)N1CCC(NC(=O)Cn2cc3c(n2)CCC(C)C3)CC1 (configuration not stated)	-2.6
COC(=O)c1ccccc1NC(=O)c1ccccc1SC	0.8
COc1ccc(N(CC(=O)Nc2ccccc2SC)S(C)(=O)=O)cc1OC	-4.4
O=C(Nc1ccon1)c1sc2ccccc2c1Cl	-11.9
Cc1cccc2cc(COC(=O)C(C)(C)C)c(=O)[nH]c12	0.1
CCCCN1C(=O)c2ccc(C(=O)NC3=NCCS3)cc2C1=O	-16.9
COc1cccc2cc(C(=O)N3CCN(c4ncccn4)CC3)c(=O)oc12	-14.4
CCOC(=O)C1(CC)NC(c2cccc(F)c2)C2C(=O)N(CC)C(=O)C21 (configuration not stated)	-3.2
COC(=O)C1=C(C)NC(C)=C(C(=O)OC)C1C1CC=CCC1 (configuration not stated)	15.3
O=C1CC(C(=O)Nc2ccc(Br)cc2)C2(CCCC2)O1 (configuration not stated)	-4.5
CCOC(=O)c1sc2nc(SCC(=O)NCc3ccco3)n(Cc3ccccc3)c(=O)c2c1C	1.5
Clc1ccc(SCCCCn2ccnc2)cc1	9.8
Oc1ccc(-c2n[nH]c(=S)n2Cc2ccccc2)cc1	1.5
Cn1c(=O)c2c(nc(CN3CCc4ccccc4C3)n2Cc2ccccc2)n(C)c1=O	-12.7
COc1ccc(C(=O)n2nc(-c3ccc(Cl)cc3)nc2N)cc1OC	-20.4
Cc1cccc(C2CC(c3ccc(Br)cc3)Nc3nc(N)nn32)c1 (configuration not stated)	4.0
CN1CCN(C(=O)c2cc(-c3ccccc3)on2)CC1	-7.0
O=c1[nH]c(SCCOc2ccccc2)nc2ccccc12	-20.0
CS(=O)(=O)N1CCN(c2ccccc2NC(=O)c2cccs2)CC1	-6.1

Reformatted field by field: entries from further up
mol: Cc1cccc2cc(COC(=O)C(C)(C)C)c(=O)[nH]c12
- E coli WT inh = 0.1
mol: CCCCN1C(=O)c2ccc(C(=O)NC3=NCCS3)cc2C1=O
- E coli WT inh = -16.9

An excerpt from above in order of SMILES length, smallest number first:
SMILES	E coli WT inh
CC1CN(S(=O)(=O)c2cccs2)CC(C)O1 (configuration not stated)	-20.3
CCN(C1CCS(=O)(=O)C1)S(=O)(=O)c1cccs1 (configuration not stated)	-12.9
O=C1CC(C(=O)Nc2ccc(Br)cc2)C2(CCCC2)O1 (configuration not stated)	-4.5
CN(Cc1nc(-c2cccnc2)no1)S(=O)(=O)c1ccccc1	-13.2
Cc1cccc(C2CC(c3ccc(Br)cc3)Nc3nc(N)nn32)c1 (configuration not stated)	4.0
COc1ccc(CCn2c(-c3ccco3)nc3ccccc3c2=O)cc1OC	-4.7
COCCn1c(C)cc(C(=O)COC(=O)CCN2C(=O)c3ccccc3C2=O)c1C	14.5

Further records follow.
SMILES	E coli WT inh
COc1ccc(-c2cc(N3CCCC3)n3ncnc3n2)cc1	5.8
CCN(CC)C(=O)CSc1nc(O)cc(=O)n1C	1.5
CCOC(=O)N1CCC(NC(=O)c2ccc(CS(=O)(=O)c3c(Cl)cccc3Cl)o2)CC1	0.7
Cc1noc(C)c1C(=O)NCc1cccs1	9.3
CSCCC(NC(=O)c1ccco1)C(=O)O (configuration not stated)	5.5
Cc1ccc(NC(=O)CN2CCCCCC2)c(Br)c1	7.9
CCCCc1nccn1CCn1ccnc1CCCC	0.0
CC(=O)N1CCN(Cc2nc3cc(NS(C)(=O)=O)ccc3n2C)CC1	-16.9
Cn1c(SCC(=O)Nc2ccc3c(c2)OCO3)nnc1-c1cnccn1	-3.6
Cc1cc(C(=O)NC2=NCCS2)cs1	-2.5
O=C(O)C1CCCCC1C(=O)NCCc1ccncc1 (configuration not stated)	1.4
O=C(O)c1cc(Cl)c2ccccc2c1O	-5.4
CCn1c(SCC(=O)Nc2ccc3c(c2)OCO3)nnc1-c1ccccc1O	-7.7
CCCCOc1ccc(NC(=O)Cn2c(=O)ccc3c(C)cc(C)nc32)cc1	20.6
O=C(Nc1nnc(COc2ccc(Cl)cc2)s1)c1cccs1	-22.3
Cc1cc(=O)[nH]c(SCCOc2ccc(OC(C)C)cc2)n1	-17.8
CC(C)NS(=O)(=O)c1ccc(CCC(=O)O)cc1	-13.3
O=C(c1cnn2c1NC(c1ccco1)CC2C(F)(F)F)N1CCN(c2cccc(Cl)c2)CC1 (configuration not stated)	-2.5
COc1ccc(C2(CNC(=O)CCC(=O)O)CCCC2)cc1	-11.4
COC(=O)c1nnn(-c2nonc2N)c1CSc1nc2ccccc2s1	-14.4
Cc1nc2sccn2c(=O)c1CCN1CCC(=C(c2ccc(F)cc2)c2ccc(F)cc2)CC1	6.9
Cc1nc2scc(-c3cccs3)c2c(=O)n1-n1cccc1	5.4
c1coc(-c2nnc(NC3=NCCC3)o2)c1	4.6
COc1ccc(S(=O)(=O)Cc2ccc(C(=O)NCCc3ccc(S(N)(=O)=O)cc3)o2)cc1	10.3
O=C(CSc1nnc(-c2ccncc2)n1Cc1ccco1)c1ccc(Cl)cc1	-8.8
CN1CCN(c2nc3ccccc3nc2C(C#N)C(=O)OC2CCCCC2)CC1 (configuration not stated)	-14.3
COCCN(CCOC)S(=O)(=O)c1ccc(C(=O)Nc2nnc(C3CC3)o2)cc1	-1.6
CC(CCc1ccccc1)NC(=O)C1CCCN(c2nnc(-n3cccc3)s2)C1 (configuration not stated)	-4.7
CCc1nc(SCC(=O)NCCc2ccccc2)n[nH]1	-22.2
